High-throughput results from PubChem BioAssay.
AHR act: AHR activators, primary screen, cell-based, luminescence, luciferase reporter, human | Aryl hydrocarbon receptor (Homo sapiens), P35869 | AHR-responsive luciferase reporter cells | activation, % at 5 µM | 320,000 tested, 2.5% active | AID 2796, 2010; in the data active = activation above about 47%;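 also: 0% = vehicle wells and 100% = reference agonist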
procasp3 activ: activators of human procaspase-3 D3A mutant, primary screen, biochemical, absorbance, PC-3 D3A mutant, single concentration; Caspase-3 (Homo sapiens), P42574; recombinant procaspase-3 D3A, Ac-DEVD-pNA absorbance 405 nm; activation, % at 8.5 µM; 330,000 tested, 0.11% active;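 active = activation above the mean of all tested compounds plus 3 SD, cut at about 21% in these data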;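 also: 0% = DMSO alone and 100% = DMSO wells spiked with extra 5 µM PC-3 D3A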
Target sequence (P42574 whole entry D9A/D28A/D175A): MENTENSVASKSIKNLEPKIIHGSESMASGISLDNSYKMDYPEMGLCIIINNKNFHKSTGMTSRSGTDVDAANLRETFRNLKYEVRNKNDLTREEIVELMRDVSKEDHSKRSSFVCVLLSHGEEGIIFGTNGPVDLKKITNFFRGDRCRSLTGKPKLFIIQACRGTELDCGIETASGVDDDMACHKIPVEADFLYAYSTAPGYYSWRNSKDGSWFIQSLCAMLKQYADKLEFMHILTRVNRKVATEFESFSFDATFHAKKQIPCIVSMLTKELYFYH
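material = Procaspase-3 D3A mutant | probe or stimulus = Ac-DEVD-pNA | compound = single dose, 8.5 µM nominal compound, 0.8% DMSO | timing = 1 h preincubation, 2 h reaction | measured by = 405 nm absorbance of p-nitroaniline, reads at 0 and 120 min | benchmarks = DMSO-only low control, 5 µM PC-3 D3A high control | repeats = singlicate, each compound tested once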
JMJD2C inh: inhibitors of GASC-1 histone demethylase, primary screen, biochemical, fluorescence, DELFIA europium | Lysine-specific demethylase 4C (Homo sapiens), Q9H3R0 | GST-JMJD2C(1-420) H3K9me3 demethylation | inhibition, % at 2.35 µM | 330,000 tested, 0.069% active | AID 2099, 2009;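 active = more than half of a compound's replicate wells show inhibition beyond 50%, single wells judged on their own value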;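 also: signal counts dimethyl H3K9 product captured on neutravidin plate; 0% = median of DMSO wells and 100% = 0.3 times that DMSO median; strong numbers were not always called active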
Target sequence (Q9H3R0 1-420 limits assumed): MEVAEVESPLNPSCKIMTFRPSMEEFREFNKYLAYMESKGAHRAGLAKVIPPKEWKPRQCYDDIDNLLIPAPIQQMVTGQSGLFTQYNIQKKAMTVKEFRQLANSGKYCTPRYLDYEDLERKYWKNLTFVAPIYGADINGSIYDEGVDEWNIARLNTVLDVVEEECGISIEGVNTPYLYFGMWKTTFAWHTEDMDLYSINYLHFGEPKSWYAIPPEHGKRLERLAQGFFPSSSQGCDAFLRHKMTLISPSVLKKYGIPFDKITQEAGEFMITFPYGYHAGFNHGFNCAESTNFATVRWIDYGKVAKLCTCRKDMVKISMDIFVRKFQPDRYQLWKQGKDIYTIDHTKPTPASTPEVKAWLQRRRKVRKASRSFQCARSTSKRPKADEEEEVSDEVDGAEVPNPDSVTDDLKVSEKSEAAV
LAP4 TOR yeast: modulators of LAP4-GFP expression in yeast, primary screen, S. cerevisiae, multiplex flow cytometry, MLPCN library; 3 h; median GFP as percent of DMSO wells; 320,000 tested, 0.34% active; GFP response vs DMSO, % at 10 µM;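 active = GFP response vs DMSO above a set limit, about the screen mean plus 3 SD, cut at about 150% in these data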
proCasp7 act: procaspase-7 activators, primary screen, counter-screen for procaspase-3 activator project, biochemical, absorbance, HTS, human; Caspase-7 (Homo sapiens), P55210; recombinant procaspase-7, Ac-DEVD-pNA absorbance 405 nm; D23A/D198A/D206A triple mutant, cannot self-cleave; scale: DMSO 0, 5 µM enzyme 100; activation, % at 8.5 µM; 330,000 tested, 0.093% active; AID 463210, 2010;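 active = percent activation above the screen-wide mean plus 3 SD, cut at about 25% in these data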
Target sequence (P55210 whole entry D23A/D198A/D206A): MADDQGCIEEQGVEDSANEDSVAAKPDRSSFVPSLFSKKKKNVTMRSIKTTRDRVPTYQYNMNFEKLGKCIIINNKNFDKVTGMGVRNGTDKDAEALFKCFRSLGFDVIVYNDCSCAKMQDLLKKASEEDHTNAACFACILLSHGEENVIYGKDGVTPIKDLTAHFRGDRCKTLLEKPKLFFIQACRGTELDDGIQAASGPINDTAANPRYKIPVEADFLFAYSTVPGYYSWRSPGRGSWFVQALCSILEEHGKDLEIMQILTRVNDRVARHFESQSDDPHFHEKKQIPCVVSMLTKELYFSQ
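System: Uncleavable procaspase-7 mutant enzyme; Amount: 2 µM procaspase-7 mutant as dispensed; Schedule: 1 h compound preincubation, 2 h substrate cleavage, 25 °C; Measured by: 405 nm absorbance of p-nitroaniline; Evaluation: percent activation from buffer-corrected 0–120 min absorbance change; Control set: low DMSO alone, high DMSO plus 5 µM PC-7.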
RPL19A TOR yeast: RPL19A-GFP expression modulators in yeast, primary screen, cell-based, S. cerevisiae, multiplex flow cytometry, MLPCN | S. cerevisiae RPL19A-GFP strain, 3 h; stronger effect = lower value | percent response vs DMSO, % at 10 µM | 330,000 tested, 0.3% active | AID 2025, 2009;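 active = percent response vs DMSO below 50%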;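 also: median channel GFP fluorescence of the barcoded RPL19A-GFP strain; ratio of sample median GFP to plate DMSO average so 100% = DMSO; lower means less RPL19A-GFP as with rapamycin TOR inhibition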
Yeast superoxide: reduction of superoxide in aged yeast, primary screen, HTS; S. cerevisiae aged cells, superoxide DHE fluorescence; stronger effect = lower value; superoxide response (% of plate mean), % at 10 µM; 330,000 tested, 0.18% active;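 active = superoxide response under a set limit, about three screen SD below normal, cut at about 65% in these data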;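 also: yeast aged for seven days with compound at 30 °C before DHE staining; 100% = average MFI of all compound-treated wells on the plate with controls excluded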
MEP2-GFP yeast: modulators of MEP2-GFP levels in yeast, primary screen, S. cerevisiae, multiplex flow cytometry, MLPCN library. AID 2016, 2009. S. cerevisiae MEP2-GFP strain, 3 h; 100% = DMSO control level. 330,000 tested, 0.51% active. GFP response vs DMSO, % at 10 µM;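 active = GFP response versus DMSO above a set limit, roughly screen mean plus 3 SD, cut at about 180% in these data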;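 also: median GFP fluorescence of the barcode-gated MEP2-GFP cells per well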
Starred values were filed as active, the others as inactive; · = not tested or not shown.

SMILES | AHR act | procasp3 activ | JMJD2C inh | LAP4 TOR yeast | proCasp7 act | RPL19A TOR yeast | Yeast superoxide | MEP2-GFP yeast
O=C(NCC(c1ccco1)N1CCCCC1)c1cccnc1 (centres undefined) | 2 | 0 | 2 | 90 | -5 | 92 | 101 | 94
CCCCCC(=O)N1CCCC1 | · | · | 0 | 93 | · | 100 | 97 | 105
COc1ncnc2c1oc1nc(C)c3c(c12)CC(C)(C)OC3 | 3 | 7 | -3 | 107 | 8 | 98 | 90 | 92
CN(c1ccccc1)S(=O)(=O)c1cccc(NC(=O)c2nn(C)c(=O)c3ccccc23)c1 | 2 | -7 | · | 109 | 1 | 102 | 107 | 113
CC(C)(C)c1ccc(C(=O)N2CCCN(C(=O)c3ccc(C(C)(C)C)cc3)CC2)cc1 | -2 | -1 | -5 | 98 | 4 | 105 | 114 | 103
Cc1cc(C)c(C)c(OCCOCCNCc2ccccc2)c1 | 6 | 1 | 12 | 94 | -4 | 101 | 87 | 99
CC(CCC(C)OC(=O)c1ccccc1C(=O)O)OC(=O)c1ccccc1C(=O)O (centres undefined) | 1 | 1 | -40 | 90 | 5 | 103 | 101 | 94
Cc1ccc(-c2nn(-c3ccccc3)cc2CN(Cc2ccccc2)C(=O)CCC(=O)O)o1 | 2 | -9 | -1 | 99 | -6 | 98 | 112 | 100
CC(=O)Nc1ccc(C(=O)/C=C/c2ccco2)cc1 | 4 | -14 | 4 | 96 | -7 | 95 | 109 | 98
Cc1[nH]c2ccccc2c1C(=O)CN1CC(C)CC(C)C1 (centres undefined) | 5 | 2 | -7 | 98 | -1 | 106 | 97 | 109
CCN1C(=O)N(C)[C@@H](c2ccccc2)C(C(=O)OC)=C1C | 0 | 4 | -12 | 109 | -11 | 98 | 105 | 97
COC(=O)N(NC(=O)C(O)(C(C)C)C(C)C)c1ccccc1 | -1 | -2 | 0 | 96 | 6 | 95 | 109 | 86
COC(=O)CCCCNC(=O)Nc1ccccc1 | 2 | 4 | -7 | 112 | 0 | 111 | 99 | 106
O=C(NCc1ccco1)/C(=C\c1ccco1)NC(=O)c1ccccc1Cl | 2 | -6 | 9 | 95 | -5 | 99 | 108 | 97
COc1ccc(CC(=O)NCCN2CCCC2)cc1 | 1 | -6 | -24 | 96 | -9 | 93 | 95 | 95
Cc1c(NC(=O)c2cc3ccccc3o2)c(=O)n(-c2ccccc2)n1C | 5 | 3 | -1 | 115 | 7 | 105 | 103 | 108
COc1ccccc1/C=C1\SC(=S)N(CC(=O)Nc2nnc(C)s2)C1=O | 4 | -6 | -9 | 102 | 3 | 100 | 98 | 99
O=C(COC(=O)/C=C/c1ccccc1[N+](=O)[O-])Nc1ccc(OCc2ccccc2)cc1 | 8 | 5 | 8 | 90 | 9 | 103 | 102 | 98
Cc1ccc(C(=O)Nc2ccccc2OC(F)F)cc1 | -2 | 6 | 6 | 88 | -10 | 99 | 96 | 103
CC(=O)N1CCN(C(=O)CCN(c2ccccc2)S(=O)(=O)c2ccc(C)cc2)CC1 | -2 | 5 | -3 | 97 | 1 | 88 | 95 | 91
COc1ccccc1Nc1nc(-c2sc(NC(=O)c3ccc([N+](=O)[O-])cc3)nc2C)cs1 | 19 | 8 | 14 | 95 | -14 | 102 | 105 | 104
O=[N+]([O-])c1ccc(OCc2n[nH]c(=S)n2-c2ccccc2)cc1 | 0 | -11 | 2 | 85 | -11 | 104 | 99 | 97
CCc1c(C)nc(SCC(=O)Nc2ccc(Br)cc2)[nH]c1=O | 1 | 6 | -14 | 94 | 1 | 98 | 93 | 98
COc1ccc2nc(NS(=O)(=O)c3ccc(NC(C)=O)cc3)sc2c1 | 10 | 0 | -1 | 95 | -15 | 94 | 112 | 94
COc1ccccc1N1CCN(/N=C/C=C\c2ccccc2[N+](=O)[O-])CC1 | 0 | -3 | -4 | 134 | 8 | 91 | 79 | 95
CC1CCCCN1CCNC(=O)c1ccc2c(c1)N(Cc1ccccc1)C(=O)c1ccccc1S2(=O)=O (centres undefined) | -1 | -1 | -7 | 95 | 7 | 106 | 100 | 104
CCOC(=O)c1cc(C)sc1NC(=S)Nc1ccccc1 | 14 | 1 | -5 | 99 | -1 | 95 | 112 | 100
Cc1cc(-c2ccc(C(C)C)c(S(=O)(=O)N3CCN(c4ccccn4)CC3)c2)on1 | 4 | -4 | -25 | 90 | 11 | 97 | 109 | 92
O=C(CN1CCCCCCC1)N/N=C/c1ccc(F)c(F)c1 | 2 | 12 | -2 | 94 | 0 | 101 | 98 | 107
CCCCN(C)CCOc1ccccc1OCC | 5 | 5 | -110 | 99 | 4 | 98 | 103 | 100
COc1ccc(C(C(=O)NC(C)(C)C)N(CCc2ccccc2)C(=O)CCC(=O)Nc2cc(C)on2)cc1 (centres undefined) | 2 | -7 | 4 | 100 | -8 | 100 | 94 | 103
COc1ccc(CN(C)Cc2cc(=O)oc3cc(C)c(C(C)C)cc23)cc1OC | 2 | 0 | 9 | 100 | 6 | 107 | 90 | 104
CC1(C)Nc2ccccc2N(Cc2ccc([N+](=O)[O-])cc2)C1=O | 0 | 2 | -7 | 94 | 4 | 102 | 75 | 104
O=C(CCC(=O)c1ccc(F)cc1)NCc1ccccc1C(F)(F)F | 2 | 7 | -1 | 97 | -3 | 99 | 110 | 91
Cc1ccc(S(=O)(=O)NN/C(=N/S(=O)(=O)c2ccccc2)c2ccccc2)cc1 | -1 | -1 | -6 | 101 | -2 | 101 | 101 | 102
Cc1ccc(CN2CCC(n3nccc3NC(=O)c3ccc4c(c3)OCO4)CC2)o1 | -1 | 4 | 1 | 101 | 2 | 102 | 101 | 101
Cc1ccccc1OCC(=O)NCCCNC(=O)c1ccccn1 | 0 | -1 | 12 | 90 | -10 | 102 | 100 | 101
Cc1ccsc1C1Nc2ccccc2C(=O)N1O (centres undefined) | 18 | -4 | 9 | 98 | -7 | 103 | 115 | 101
Cc1ccc(N(CN2CCCC2=O)C(=O)c2ccc(OC(C)C)cc2)cc1 | 5 | 6 | 3 | 73 | -3 | 94 | 92 | 92
CCCc1ccc(OCC(=O)Nc2cc(S(=O)(=O)CC)ccc2O)cc1 | 2 | 5 | -6 | 95 | -1 | 110 | 81 | 105
CC(C)(C)c1ccc(C(=O)NCCCNC(=O)c2cccnc2)cc1 | 7 | -1 | 3 | 94 | -3 | 96 | 97 | 114
S=C(NCCCn1ccnc1)Nc1ccc(Cl)cc1Cl | 31 | -7 | 3 | 112 | 2 | 105 | 96 | 109
Cc1ccc(S(=O)(=O)N2CCCCC2)cc1C(=O)NC1CC(C)(C)NC(C)(C)C1 | 0 | 1 | 4 | 103 | -3 | 105 | 95 | 104
Cc1cc(Nc2ccc(F)cc2Cl)n2nc(C)nc2n1 | 40 | -6 | 17 | 105 | -5 | 100 | 99 | 106
CN1CCN(C(=O)C2CC(c3ccc(F)cc3)=NO2)CC1 (centres undefined) | 1 | 3 | -3 | 100 | -10 | 97 | 104 | 103
O=C1COc2ccc(S(=O)(=O)Nc3ccc(OC(F)(F)F)cc3)cc2N1 | 0 | 3 | 6 | 109 | 3 | 97 | 95 | 102
Cc1ccc(S(=O)(=O)N(C)C)cc1NC(=S)N1CCc2ccccc21 | 3 | -7 | 21 | 106 | -11 | 97 | 95 | 101
CCc1cccc(C)c1NC(=O)COC(=O)CNC(=O)c1cccs1 | 2 | 1 | 3 | 105 | 4 | 105 | 97 | 105
CC(=O)Nc1ccc(S(=O)(=O)N(CC(=O)Nc2cc(C)on2)Cc2ccc(F)cc2)cc1 | 2 | 13 | -24 | 102 | 5 | 105 | 103 | 98
CNc1snc(C)c1C(=O)OCC(=O)c1ccc(OC)c(F)c1 | 1 | 5 | 2 | 100 | -1 | 97 | 101 | 96
Cc1cnc(C(=O)OCC(=O)Nc2ccc(Cl)cc2)cn1 | 10 | -8 | 4 | 107 | 0 | 103 | 120 | 108
CC(C)(C)c1ccc(CN2C(=O)c3ccccc3S2(=O)=O)cc1 | 5 | 8 | 0 | 111 | 3 | 95 | 96 | 93
O=C(C1=C[C@H](C2CCCCC2)C[C@H](OCc2ccc(CO)cc2)O1)N1CCOCC1 | 3 | 5 | 10 | 127 | 6 | 100 | 94 | 88
Cc1ccccc1NC(=O)Cc1c[nH]c2ccccc12 | 13 | 6 | 11 | 99 | 0 | 104 | 97 | 104
Cc1ccc(C2(C)NC(=O)N(CC(=O)NNC(=O)c3ccoc3C)C2=O)cc1 (centres undefined) | 2 | -1 | 1 | 110 | 1 | 98 | 97 | 100
Cn1c(=O)n(C)c2cc([N+](=O)[O-])c(N3CCN(C(=O)c4ccccc4Br)CC3)cc21 | -4 | -1 | -8 | 99 | -9 | 102 | 85 | 104
Clc1ccc(Nc2ccc(NCc3ccccc3)nn2)cc1 | 8 | 11 | 25 | 86 | 0 | 96 | 111 | 99
NNc1nc2ccc(F)cc2s1 | 77* | -2 | 2 | 104 | 0 | 102 | 86 | 100
N#C/C(=C(/O)CSc1ccccn1)c1nc2ccccc2s1 | 51* | -13 | 3 | 87 | -13 | 88 | 82 | 84
COc1cccc(NC(=O)C(OC(=O)c2ccc([N+](=O)[O-])o2)c2ccccc2)c1 (centres undefined) | 0 | 5 | 2 | 87 | -6 | 99 | 135 | 97
Other results
SMILES | AHR act | procasp3 activ | JMJD2C inh | LAP4 TOR yeast | proCasp7 act | RPL19A TOR yeast | Yeast superoxide | MEP2-GFP yeast
CCC(=O)N1CCCc2cc(S(=O)(=O)N3CCN(c4ncccn4)CC3)ccc21 | 3 | -10 | -16 | 91 | 9 | 104 | 117 | 92
COc1ccc(C(=O)NC2CC2)cc1OC1CCN(Cc2cnn(C)c2C)CC1 | · | · | 2 | 81 | · | 128 | 92 | 105
O=C1CC(C(=O)N(c2cccc(F)c2)C(C(=O)NC2CCCC2)c2ccccn2)CS1 (centres undefined) | 4 | 8 | 5 | 106 | 8 | 103 | 93 | 107
CCCCCCSc1cccc(-c2nc3cc(C)ccn3c2NC2CCCCC2)c1 | 10 | -1 | 2 | 102 | -13 | 94 | 103 | 99
Cc1ccc(N2C(=O)N(CC(=O)N3CCCc4ccccc43)C(=O)C2C)cc1 (centres undefined) | 1 | 12 | -2 | 97 | -2 | 107 | 100 | 102

An unsorted share of the library; overall some 3.8% were active at least once.
